mcGAS RapidFire: inhibitors of Mus musculus cyclic GMP-AMP synthase, initial high-throughput assay, cell-free, RapidFire MS; Q8C6L5; recombinant mouse cGAS, cGAMP by RapidFire MS; inhibition, % at 12.5 µM; hit rate 0.18% among 130,000;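 active = inhibition of cGAS enzyme activity at or above 60%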;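 also: enzyme stimulated by 45 bp dsDNA with ATP and GTP substrates; cGAMP share of summed cGAMP plus half ATP and half GTP signals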
Target sequence (Q8C6L5 whole entry, looked up): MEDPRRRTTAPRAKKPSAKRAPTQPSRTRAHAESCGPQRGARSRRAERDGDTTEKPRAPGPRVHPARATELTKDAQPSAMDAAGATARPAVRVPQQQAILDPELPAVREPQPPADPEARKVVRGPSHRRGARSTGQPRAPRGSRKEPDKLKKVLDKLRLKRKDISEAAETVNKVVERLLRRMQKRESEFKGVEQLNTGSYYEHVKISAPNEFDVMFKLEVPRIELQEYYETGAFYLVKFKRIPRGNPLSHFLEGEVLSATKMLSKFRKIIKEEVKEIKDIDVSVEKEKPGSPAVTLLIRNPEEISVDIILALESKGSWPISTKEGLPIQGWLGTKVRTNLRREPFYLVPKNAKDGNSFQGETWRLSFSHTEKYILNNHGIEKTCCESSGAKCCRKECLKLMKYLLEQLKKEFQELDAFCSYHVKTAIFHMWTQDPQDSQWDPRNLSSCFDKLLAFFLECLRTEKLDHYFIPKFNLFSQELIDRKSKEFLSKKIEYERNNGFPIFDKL
Starred values were filed as active, the others as inactive. Not all compounds are listed, so the mix of outcomes need not match the whole.

no.	Structure	mcGAS RapidFire
1	CCN1CCN(c2ccccc2NC(=O)CCNC(=O)c2cccc(C)c2)CC1	-7
2	Cn1cc(NC(=O)c2cccc(CN3CCC3c3ccc(F)cc3)c2)cn1 (centres undefined)	-39
3	CN1CCCCC1CN1CCN(c2ccncc2Cl)CC1 (centres undefined)	-4
4	COc1ccc(-c2ccc(NC(=O)CN)c(F)c2)cc1Cl	23
5	Cc1nn(C(F)F)c(C)c1C(=O)O	1
6	CCOc1ccccc1C(=O)N1CCC(NC(=O)CN(C)C(=O)c2ccco2)CC1	-2
7	CSc1ccc(C(=O)Nc2ccc3[nH]ncc3c2)c(-c2cccc(F)c2)c1	-7
8	Cc1nsc(NC(=O)NCC(c2ccccc2)c2ccccc2)n1	-11
9	Cn1c(=O)c2c(nc(SCC(=O)OCc3ccccc3)n2Cc2ccccc2Cl)n(C)c1=O	4
10	O=C(Cc1ccccc1)NCc1nnc(SCC(=O)Nc2nccs2)n1-c1ccc(Cl)c(Cl)c1	-6
11	CC(Cc1ccccc1Cl)NC(=O)C1CC2CCCC(C1)C2=O (centres undefined)	-2
12	CC(NC(=O)c1cc2n(n1)CCCN(C(C)C)C2)c1nccs1 (centres undefined)	-22
13	CCCCN(CC)c1ncnc2c1sc1nc(N3CCOCC3)c3c(c12)CC(C)(C)OC3	-16
14	OC12CC3CC(C1)CC(NCc1cn[nH]c1-c1ccc(F)cc1)(C3)C2	-8
15	Cn1cnnc1-c1ccc(N)cc1	-40
16	CC1CCCCC12NC(=O)N(CN1CCN(Cc3cc(=O)n4ccsc4n3)CC1)C2=O (centres undefined)	-1
17	Nc1ccc2oc(-c3cc(F)c(F)cc3Cl)nc2c1	-2
18	O=S(=O)(NCc1ncc(-c2ccccc2)o1)N1CCCCCC1	-17
19	Cc1ncsc1CCOC(=O)CC12CC3CC(CC(C3)C1)C2	-1
20	O=C(CCNC(=O)OCC(F)(F)F)NS(=O)(=O)c1cccs1	17
21	Cc1cc(S(=O)(=O)N2CCCCC2CCNC(=O)NC2CCCCC2)ccc1F (centres undefined)	4
22	COc1cc(C(C)NC(=O)N2CCC(C)C2)cc(OC)c1OC (centres undefined)	-8
23	O=C(O)c1ccc(COc2cccc(Cl)c2)s1	-12
24	COc1cc(C2SCCS2)ccc1O	0
25	CCCNC(=O)c1ccc(-c2ccc(OC)c(OC)c2)o1	-7
26	O=C(Nc1nc(-c2cc([N+](=O)[O-])cs2)cs1)c1ccc(C(=O)c2ccccc2)cc1	-7
27	O=C(c1cc(-n2cccc2)ccc1O)N1CCC2(CCOCC2)CC1	-4
28	O=C(c1cc(F)cc2c1OCOC2)N1CCOC(Cc2ccccc2)C1 (centres undefined)	-3
29	O=C(O)c1cc(S(=O)(=O)N2CCCc3ccc(F)cc32)cc2c1OCCO2	-4
30	Cc1cc(=O)n(C)cc1NC(=O)c1ccc2[nH]ccc2c1	-5

In another format: entries from further up.
23. O=C(O)c1ccc(COc2cccc(Cl)c2)s1
  mcGAS RapidFire = -12
27. O=C(c1cc(-n2cccc2)ccc1O)N1CCC2(CCOCC2)CC1
  mcGAS RapidFire = -4
22. COc1cc(C(C)NC(=O)N2CCC(C)C2)cc(OC)c1OC (centres undefined)
  mcGAS RapidFire = -8

Continued.
no.	Structure	mcGAS RapidFire
31	Cn1c(=O)c2c(nc(SCCN3CCOCC3)n2Cc2ccccc2)n(C)c1=O	-7
32	O=C(NCCSc1ncn[nH]1)c1ccc(NC(=O)C2CCC2)cc1	-16
33	N#CC1(C(=O)OCc2cc(-c3ccccc3)no2)CCCC1	1
34	CCS(=O)(=O)c1ccc2c(c1)N(c1cccc(O)c1)C(=O)C(C)O2 (centres undefined)	8
35	O=C(NCCN1CCOCC1)N1CCN(S(=O)(=O)c2c(Cl)cccc2Cl)CC1	4
36	COc1cn(C)c(C(=O)Nc2ccc(F)c(F)c2)cc1=O	-2
37	O=C(c1ccc(-c2ccco2)cc1)N1CCC2(CCCN(CC3CC3)C2)C1 (centres undefined)	-7
38	O=C(O)C1(O)c2ccccc2NC(=S)N1Cc1ccccc1 (centres undefined)	4
39	CSc1nc(CN2CCCC2c2cccs2)cc(=O)[nH]1 (centres undefined)	-11
40	Cc1cc(S(=O)(=O)N2CCN(c3ccc(C)c(Cl)c3)CC2)ccc1F	6

Compounds shown so far containing an aryl thioether with sulfur outside any ring, in the order listed:
no.	Structure	mcGAS RapidFire
7	CSc1ccc(C(=O)Nc2ccc3[nH]ncc3c2)c(-c2cccc(F)c2)c1	-7
9	Cn1c(=O)c2c(nc(SCC(=O)OCc3ccccc3)n2Cc2ccccc2Cl)n(C)c1=O	4
10	O=C(Cc1ccccc1)NCc1nnc(SCC(=O)Nc2nccs2)n1-c1ccc(Cl)c(Cl)c1	-6
31	Cn1c(=O)c2c(nc(SCCN3CCOCC3)n2Cc2ccccc2)n(C)c1=O	-7
32	O=C(NCCSc1ncn[nH]1)c1ccc(NC(=O)C2CCC2)cc1	-16
39	CSc1nc(CN2CCCC2c2cccs2)cc(=O)[nH]1 (centres undefined)	-11

(next part)
no.	Structure	mcGAS RapidFire
41	CN(Cc1ccccc1)Cc1cc(-c2cccs2)on1	-2
42	O=C1CC(c2ccco2)Cc2nc3nc(-c4ccccc4)nn3cc21 (centres undefined)	-14
43	COc1cc(/C=C/C(N)=O)cc(OC)c1OC	-5
44	COc1ccc(CNC(=O)c2cc(Cn3nc(C)cc3C)[nH]n2)c(OC)c1	-2
45	O=C(NCC(=O)N1CCOC(COCc2ccccc2)C1)c1cccc(C(F)(F)F)c1 (centres undefined)	-3
46	COc1ccc(-n2nnnc2SCC(=O)OC(C)(C)C)cc1	-3
47	CC(O)c1cn(C2CCN(Cc3cccn3-c3cccnc3)CC2)nn1 (centres undefined)	5
48	Cc1ccc(C(=O)N2CC(c3ccccn3)C2)c(F)c1F	-9
49	Cc1cnc(C(=O)N2CCCC(CCC(=O)NCc3ccc(F)c(F)c3)C2)cn1 (centres undefined)	-8
50	Cc1noc(C)c1C(=O)NC1CCCCCC1	-18
51	CC(c1ncc(C(C)(C)C)o1)N1CCOC(c2cccc(Br)c2)C1 (centres undefined)	-12
52	Cc1ccc(CN(Cc2ccc(F)cc2)C(=O)CNCCCN2CCOCC2)o1	-2
53	Cc1ccc(C)c(S(=O)(=O)NN=Cc2ccc3ncccc3c2)c1	-2
54	Cc1ccc2[nH]c(=O)c(CCC(=O)O)c(C)c2c1	-30
55	Cn1c(C2CCN(C(=O)C3CC4CCC3C4)CC2)n[nH]c1=S (centres undefined)	-4
56	COCC(=O)Nc1cccc(CNc2cc(C#N)nc3ccccc23)c1	-6
57	Cc1cc(C(=O)O)n2nc(-c3ccc(Cl)cc3)cc2n1	-1
58	CN1CCN(Cn2c(=S)n(CN3CCN(C)CC3)c3ccccc32)CC1	43
59	CCOC(=O)c1sc(NS(=O)(=O)c2ccc(Cl)c(Cl)c2)cc1C	3
60	Cc1cnc(C(=O)NC2CCCCC2C(C)(C)C)cn1 (centres undefined)	-6
61	CN(C)N=CC=C1CCC(=Cc2cccs2)C1=O	13
62	CC1CC(C)CN(C(C)(C)CNC(=O)C2CN(C)CCO2)C1 (centres undefined)	-11
63	Cc1ccc2c(c1)CCCN2CC(=O)NCc1ccc(S(N)(=O)=O)cc1	-2
64	CCc1nc(N2CC(c3ccncc3)C2)ncc1C	-1
65	Cc1ccc(S(=O)(=O)NCC(C(C)C)N2CCN(C)CC2)s1 (centres undefined)	-14
66	Cc1cc(C)n2nc(SCC(=O)Nc3c(F)cccc3F)nc2n1	-19
67	Cc1cc(=O)n2[nH]c(NC(=O)C(C)C)nc2n1	-14
68	O=C1NC(=O)/C(=C/c2cn(Cc3ccccc3)nc2-c2cccnc2)S1	-11
69	COc1ccc(N=Cc2cc(Br)cc(Br)c2O)c(OC)c1	-11
70	CCn1c(C2CCN(C(=O)CCc3cn[nH]c3)CC2)nn(C)c1=O	-21
71	CN1CC2(CCN(C(=O)c3cc(C4CC4)[nH]n3)C2)OC1=O (centres undefined)	-1
72	CN(Cc1noc(C(C)(C)C)n1)Cc1ccccc1N1CCCCC1	-8
73	COc1cccc(CNC(=O)c2ccc(COc3cccc4c3OC(C)(C)C4)cc2)c1	-5
74	Cc1ccc2c(c1)c(CNC(C)COc1ccccc1)nn2C (centres undefined)	-26
75	Cn1cc(S(=O)(=O)NCCN2CCCc3cc(F)ccc32)cn1	-1
76	CC1ON=C(c2ccc3[nH]ccc3c2)N(Cc2cccc(C#N)c2)C1=O (centres undefined)	-13
77	COc1cccc(C(N)=O)c1OCC(=O)NCC(F)(F)F	0
78	CC1=CCC2COC(c3ccc[n+](C)c3)C1C2 (centres undefined)	-47
79	Cc1cc(CNc2cc(Cl)ccc2Sc2ccc(F)cc2)no1	-12
80	CCCN(CCC)S(=O)(=O)c1ccc(C(=O)NC)cc1	2
81	O=C(Nc1nc(-c2ccccc2)ns1)c1ccc(Br)cc1	-11
82	CCc1ccc(C(=O)NC(=S)Nc2cc(C)ccc2O)cc1	1
83	C=CC=COCC(=O)N=c1c(C#N)cc2c(=O)n3cccc(C)c3nc2n1CCCC	-2
84	CN(Cc1ccc(F)cc1F)S(=O)(=O)C1CS(=O)(=O)c2ccccc21 (centres undefined)	9
85	Cc1ccc(C(C)NS(=O)(=O)/C=C/c2ccccc2)o1 (centres undefined)	-15
86	CC(=O)NS(=O)(=O)c1ccc(NC(=O)c2ccccc2C(=O)O)cc1	-1
87	O=C([C@@H](O)Cc1ccccc1)N1CCCn2cncc2C1	2
88	Cc1cccc(C(=O)N(C)CC(=O)NC(C)(C)C)c1C	-5
89	Cc1ccccc1S(=O)(=O)NC(=O)C1(C)CCN1C(=O)C(C)(C)c1ccccc1 (centres undefined)	-15
90	CC(Sc1nccn1-c1ccc(C(C)C)cc1)C(=O)NC1CCS(=O)(=O)C1 (centres undefined)	-1

Following part.
no.	Structure	mcGAS RapidFire
91	CCN1CCC(N(C)C(=O)C2CC3CCCCC3N2C(=O)c2cnn(C)c2C)CC1 (centres undefined)	9
92	O=C(c1ccc(F)cc1)N1CCN(S(=O)(=O)c2ccc(F)cc2F)CC1	-2
93	CCONC(=O)NC(c1ccc(OC)cc1)C(C)C (centres undefined)	-3
94	O=C(O)C(Cc1ccccc1)P(=O)(O)CN1CCOCC1 (centres undefined)	-5
95	CC(=O)NC(C)c1ccc(-c2cccc3cnccc23)cc1 (centres undefined)	-6
96	C#CCNC(=O)c1ccc(N2CCn3c(nnc3C(F)(F)F)C2)nc1	1
97	O=C(NC1CCCN(CC2CCCCC2)C1)c1cccc(-n2cnnc2)c1 (centres undefined)	-4
98	Cc1cnn(C(C)C(C)NC(C)c2nc(C3CC3)no2)c1 (centres undefined)	-12
99	COc1ccc(N2CCN(C(=O)C3CC=CCC3C(=O)NCCc3ccc(C)cc3)CC2)cc1 (centres undefined)	-4
100	Cn1cnc2c1c(=O)n(CCCSc1nnnn1Cc1cccs1)c(=O)n2C	-9
101	Cc1cc(C)nc(-n2ncc3c2CC(c2ccccc2C)CC3=O)n1 (centres undefined)	-3
102	Fc1ccccc1CCNc1ncnc2ccc(Cl)cc12	-3
103	Cc1c(C(=O)NC2CCCC2)sc(=O)n1Cc1ccc(Cl)c(Cl)c1	0
104	CCC(C)CN(C)c1ccc(F)cc1C=O (centres undefined)	-3
105	COC[C@@H]1CCCN1C(=O)c1ccc2nc(-c3ccc(O)c(OC)c3)[nH]c2c1	-2
106	Cn1ccnc1CN(Cc1ccc2c(c1)OCCO2)C1CC1	-15
107	CN(C(=O)c1c[nH]c2ccc(S(=O)(=O)N3CCOCC3)cc2c1=O)C1CCCCC1	-3
108	COCCn1ccc2c(nnc3c(-c4ccccc4)cnn32)c1=O	0
109	Cc1cccc(C(=O)N2CCC(CO)(Cc3cccc(C(F)(F)F)c3)CC2)n1	-7
110	O=C(NCC(c1ccccc1)c1ccccc1)C1CCCCC1C(=O)N1CCc2c([nH]c3ccccc23)C1 (centres undefined)	10
111	CC(C)NC(=O)c1cc2c(=O)n3ccccc3nc2s1	-8
112	O=C(O)c1cc2c(s1)CCCCCC2	0
113	Cc1ccccc1C(CC(=O)N1CCSCC1)c1ccccc1 (centres undefined)	-8
114	O=C1CCCCCN1CCc1nc(C2CC2)n[nH]1	-5
115	Cn1cc(NC(=O)Nc2cccc(C#Cc3cccs3)c2)cn1	7
116	N#CCCNc1cccc(C(F)(F)F)c1	-4
117	CCCCC(=O)Nc1nn(CC)c2nc3c(C)cccc3cc12	-28
118	CC1CC(C)(C)Cc2c1sc(NC(=O)CCc1ccccc1)c2C#N (centres undefined)	-15
119	Cc1cnn(CCCCCN2CCC(C(=O)N3CCCC3)CC2)c1	-7
120	Cc1sc(C)c2c1-c1c(C)sc(C)c1C2C(=O)O	-24
121	CCSC1CCCC(NC(=O)N(C)CC2CCCN(C)C2)C1 (centres undefined)	-27
122	Cc1cccc(-n2cccc2CN2CCOC(CN)C2)c1 (centres undefined)	-23
123	Cc1cc(NS(=O)(=O)c2ccc(N3Cc4ccccc4C3=N)cc2)no1	-3
124	CN(CCc1cccs1)C(=O)NCc1cc2ccccc2[nH]1	-5
125	CC(=O)N1CCCN(Cc2cnc(S(=O)(=O)CC3CC3)n2CC2CCCCC2)CC1	-9
126	CCCc1nc2c(o1)C(C(=O)OC)C(C)(C)CC2=O (centres undefined)	-9
127	Cc1ccc(-n2c(C)cc(C(=O)CN(C)CC(=O)NC(C)(C)C)c2C)cc1F	-5
128	Cc1nc2ccccn2c(=O)c1NC(=O)C(C)C	6
129	Cc1cc(CN2C(=O)c3ccccc3C2=O)c2[nH]c(C)c(C)c2c1	-9
130	Cc1ccc(C)c(OCC(=O)NCc2noc(Cc3cccs3)n2)c1C	-10
131	CC(Sc1nnc(-c2ccco2)n1C(C)C1CC2CCC1C2)C(N)=O (centres undefined)	-3
132	COC(=O)[C@@H]1C[C@@H](OCc2ccccc2)CN1C(=O)c1ccccc1C(=O)c1cccc2ccccc12	-6
133	O=C(CC12CC3CC(CC(C3)C1)C2)NCC(=O)N1CCC1	-8
134	COc1ccc2c(c1)c1c3n2CCN(C)C3=NCC1	7
135	CC(C)c1nccn1CCCNC(=O)c1ccc(N2CCCO2)nc1	1
136	CCc1cn[nH]c1C1CCN(CC2CCOC(C)(C)C2)CC1 (centres undefined)	-8

Bioassay records (PubChem BioAssay)
